# PI5P4K alpha inh: inhibitors of human PI5P4K alpha. 1.2% of 330,000 active. max response, %. P48426. PI5P4Kalpha enzyme, ADP-Glo luminescence, 60 min; active compounds read low; active = max response of -50% or lower; inconclusive = between -30% and -50%; inactive = -30% or higher; note: value at the top dose of about 77 µM; % is set by controls: 0 for no effect and ±100 for the full control effect
# Target sequence (P48426 whole entry, looked up): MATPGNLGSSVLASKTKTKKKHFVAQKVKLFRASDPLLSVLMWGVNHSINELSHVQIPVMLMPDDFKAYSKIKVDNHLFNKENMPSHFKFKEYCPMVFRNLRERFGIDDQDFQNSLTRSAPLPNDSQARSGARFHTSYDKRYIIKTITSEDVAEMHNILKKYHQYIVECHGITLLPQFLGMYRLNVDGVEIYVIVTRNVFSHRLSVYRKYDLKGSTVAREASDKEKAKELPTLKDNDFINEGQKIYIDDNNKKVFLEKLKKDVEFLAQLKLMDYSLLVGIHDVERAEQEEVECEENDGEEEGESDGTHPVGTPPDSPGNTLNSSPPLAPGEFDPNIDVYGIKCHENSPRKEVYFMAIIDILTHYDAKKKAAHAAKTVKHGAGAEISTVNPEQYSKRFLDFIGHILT
#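 Reactions run in 0.038 M HEPES pH 7.4, 0.28 mM EGTA, 0.1% CHAPS and 5% DMSO, with PI5P4Kalpha, substrate, compound and 5 microM ATP final, one hour at room temperature. Readout is ADP-Glo luminescence.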
# IL-2 act: activators of IL-2. activation, % (series mostly up to about 46 µM). AID 652025. 0.065% of 360,000 active. IL-2 activation reporter assay, cell-based qHTS; stimulated with anti-CD3/CD4/CD28 beads; in transgenic mouse T cells; in the data active = activation above about 50%; inconclusive = mostly about 30% to 49%; note: 0% is about no effect
#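 Unstimulated transgenic mouse T cells, 750 per well, received compound and, after 60 minutes, anti-CD3/anti-CD4 bead plus anti-CD28 stimulation. EGFP and DsRed were quantified after 18 hours.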
# GLP1R ag: activates the human GLP-1 receptor | P43220 | HEK293 GLP-1R CRE-luciferase, luminescence, 4-6 h; cells express a hypersensitive GLP-1R form | Potency, µM (series often up to 45.6 µM), without a hit: at the highest dose activation, most hits filed as activators | 0.007% of 380,000 active; note: potency is the fitted concentration of half-maximal effect; % of control where 0% means no effect
# GLP-1R inv ag: acts as inverse agonist at human GLP-1 receptor | AID 624417 | HEK293 GLP-1R CRE-luciferase, luminescence, 24 h; GLP-1R form is constitutively active | 1.6% of 410,000 active | P43220 | Potency, µM (titrated, usually from 38.3 µM), for inactives: at the highest dose activity change, negative = inhibition, hits mostly inhibitors; note: potency is the fitted concentration of half-maximal effect; % is set by controls: 0 for no effect and ±100 for the full control effect; nearly all actives have a fitted effect of over 55% in size
#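 Inverse agonists were sought by their lowering of basal cAMP reporter luciferase output in HEK293 cells stably carrying constitutively active human GLP-1R, after 24 h compound treatment.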
# PLK1 PBD block: inhibitors of human PLK1 polo-box domain binding. P53350. Plk1 PBD binding of FITC phosphopeptide, fluorescence polarization. Potency, µM, for the others: max response, negative = inhibition, usual class: inhibitors. 2.8% of 360,000 active; note: potency is the fitted concentration of half-maximal effect; series mostly up to about 57 µM; % is set by controls: 0 for no effect and ±100 for the full control effect; nearly all actives have a fitted effect of over 65% in size
# Target sequence (P53350 whole entry, looked up, the tested form may be a part): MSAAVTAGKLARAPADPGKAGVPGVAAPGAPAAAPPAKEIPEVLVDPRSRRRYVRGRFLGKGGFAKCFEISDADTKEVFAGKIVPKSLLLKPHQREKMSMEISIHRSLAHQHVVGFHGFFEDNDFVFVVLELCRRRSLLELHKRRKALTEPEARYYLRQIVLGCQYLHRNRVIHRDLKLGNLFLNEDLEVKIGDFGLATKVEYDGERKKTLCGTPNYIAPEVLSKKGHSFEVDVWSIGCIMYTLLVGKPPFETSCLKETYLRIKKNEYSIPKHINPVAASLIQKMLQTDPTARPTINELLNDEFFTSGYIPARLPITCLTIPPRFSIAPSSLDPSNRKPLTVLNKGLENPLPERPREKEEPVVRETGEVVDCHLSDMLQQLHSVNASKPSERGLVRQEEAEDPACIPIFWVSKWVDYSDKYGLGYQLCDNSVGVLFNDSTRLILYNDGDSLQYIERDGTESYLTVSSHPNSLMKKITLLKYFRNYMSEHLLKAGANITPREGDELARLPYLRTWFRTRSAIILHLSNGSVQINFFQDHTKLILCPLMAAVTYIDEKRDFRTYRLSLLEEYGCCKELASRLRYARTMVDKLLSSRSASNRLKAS
# PTHR1 agonist: activates the human parathyroid hormone receptor PTHR1; Q03431; HEK293 GP2 PTHR1 cells, GloSensor cAMP luminescence, 1 h; Potency, µM (top dose mostly 115 µM), inactives show top-dose activation, hits mostly activators; 0.075% of 410,000 active; AID 743266; note: potency is the fitted concentration of half-maximal effect; nearly all actives have a fitted effect of over 55% in size; some results filed as inactive show a strong effect at the top dose; inactives centre near -15; many of its hits are not listed in these tables
#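 HEK-293-derived GP2 cells expressing PTHR1 and a GloSensor cAMP reporter, 3,000/well, plated overnight, given luciferin plus IBMX (each 0.5 mM as added) for 1 h at 37 °C, then compound for 1 h at 37 °C. Luminescence was read after 15 min at room temperature.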
# EPAC1 antagonist: blocks human EPAC1 exchange factor. Potency, µM (top dose mostly 115 µM), for the others: at the highest dose activity change, negative = inhibition, hits mostly inhibitors. AID 720709. EPAC1 GEF assay, Rap1b-BODIPY-GDP exchange fluorescence. 0.14% of 360,000 active;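 note: potency is the fitted concentration of half-maximal effect; plate controls were vehicle for no effect and positive control for full effect; nearly all actives have a fitted effect of over 50% in size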
# EPAC1 agonist: activates human EPAC1 exchange factor | Potency, µM (highest dose often 154 µM), for the others: at the highest dose activation, actives largely listed as activators | 0.073% of 360,000 active | EPAC1 agonist qHTS, biochemical assay; response scale: 100% = response to 6.5 mM cAMP; note: potency is the fitted concentration of half-maximal effect; nearly all actives have a fitted effect of over 60% in size
#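 Nucleotide exchange assay: 100 nM EPAC1 with 250 nM Rap1B loaded with BODIPY-GDP and 50 uM GDP, room temperature. Fluorescence (480/540 nm) read every 5 min for 30 min; signal change normalized to 6.5 mM cAMP as full agonist.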
# HEK293 tox: cytotoxic in the GLP-1 receptor inverse agonist counter-screen; HEK293 cAMP-luciferase reporter cells, luminescence, 24 h; Potency, µM (doses to about 38.3 µM), inactives show at the top dose activity change, negative = inhibition, actives largely listed as inhibitors; 0.13% of 410,000 active; AID 624418;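 note: loss of luciferase light is scored as toxicity; potency is the fitted concentration of half-maximal effect; % is set by controls: 0 for no effect and ±100 for the full control effect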
#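 Cells in DMEM/10% Nu serum/1% pen-strep, 1536-well format. Pre-incubated 12 h, dosed with 23 nL compound, incubated a further 24 h. Luciferase detection, 12 min at room temp, luminescence.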
# * marks the source's active call; other numbers are inactive results; i = inactive; u = inconclusive; x = not tested or not shown; [ ] = remark or other dose. Unless noted, calls come from the whole dose curve; as a rule, active = well fitted curve in the direction sought with a large enough effect; inconclusive = small, poorly fitted or top-dose-only effect, or another doubt; inactive = no such curve, though single readings can be large; an effect the other way counts as inactive or inconclusive.
SMILES,PI5P4K alpha inh,IL-2 act,GLP1R ag,GLP-1R inv ag,PLK1 PBD block,PTHR1 agonist,EPAC1 antagonist,EPAC1 agonist,HEK293 tox
O=C(Cn1cc([N+](=O)[O-])cn1)Nc1nccs1,1,3.2,1%,16%,-7%,i,-13%,4%,7%
C/C(=N\NS(=O)(=O)c1ccc([N+](=O)[O-])cc1)c1cccs1,-16,-0.6,0%,15%,27µM*,i,0%,8%,-26%
O=C(Cc1ccccc1)NCC(=O)OCC(=O)c1ccc([N+](=O)[O-])cc1,-7,2.0,0%,18%,-14%,-1%,6%,2%,5%
Cc1nc(C(F)(F)F)c(C(=O)NC(=O)Nc2ccccc2)s1,0,-2.4,-5%,0%,-11%,i,-5%,2%,9%
COCCNc1nc(Nc2ccccc2Cl)c2sc(-c3ccccc3)cc2n1,-3,-0.4,8%,1%,-13%,18%,-3%,4%,-10%
Cc1ccc(/C=N/Nc2nnc(Cc3ccccc3)c(=O)[nH]2)o1,6,1.6,6%,-14%,-3%,-5%,-13%,-9%,-11%
Cc1ccc2oc(C(=O)N3CCC(C(N)=O)(N4CCCCC4)CC3)c(C)c2c1,-3,0.2,-5%,-2%,3%,i,3%,6%,-20%
Cc1ccccc1C(=O)NC1CCN(Cc2nnnn2C(C)(C)C)CC1,-2,0.1,2%,2%,0%,-53%[inhibitor],-17%,18%,-16%
O=C(O)CNS(=O)(=O)c1cc(Cl)c(Cl)cc1Cl,-6,2.3,-12%,6%,2%,i,-7%,-2%,-6%
COc1ccc(-c2cncc3nccn23)cc1OC,-8,-0.4,13%,73%[activator],-3%,i,10%,-5%,6%
Nc1c([N+](=O)[O-])cc2c3c(cccc13)CC2,-6,0.7,-5%,-2%,-21%,12%,-20%,-15%,-11%
O=C(NCCCN1CCCC1)c1ccc(CS(=O)(=O)c2ccc(Cl)cc2)o1,-4,1.9,-2%,u,-7%,i,-5%,7%,8%
NC(=S)NN=C(c1ccccc1)c1ccccc1,-5,-3.6,-2%,u,-17%,i,2%,2%,u
Nc1c(C(=O)OCC2CCCO2)c2nc3ccccc3nc2n1C1CCCC1 (configuration not stated),17,-0.6,0%,u,-2%,i,-26%,-9%,92%[activator]
Cc1cccc(S(=O)(=O)Nc2nc3ccccc3nc2NCc2ccco2)c1,5,1.2,0%,-11%,u,-8%,-17%,-3%,2%
Cc1ccc(-c2c(C(=O)NCCc3ccc(Cl)cc3)oc(=O)c3ccccc23)cc1,x,x,-11%,4.5µM*,x,17%,x,x,5%
CC(C)CCN1C(=O)CSCC1(C)C(=O)NC(C)C (configuration not stated),6,-0.6,x,17%,-2%,i,-3%,-6%,0%
CC(C)C[C@@H](CN1CCC[C@@H]1CN1C(=S)NC[C@@H]1Cc1ccc(O)cc1)N1C[C@H](Cc2ccc(O)cc2)N(CC2CCCCC2)C1=S,-27,-1.0,-1%,u,3%,-24%,-24%,-14%,u
Cc1ccc(-c2nnc(Oc3ccc(NC(=O)c4ccccc4)cc3)c3ccccc23)cc1,10,-0.4,-8%,-17%,-5%,-8%,-17%,10%,-16%
CC(=O)c1ccc(N2CCN(c3ncc(C(F)(F)F)cc3Cl)CC2)cc1,11,0.7,-30%,23%,-8%,-9%[57.5 µM],4%,4%,3%
COc1cc(C(=O)Oc2cc(C)[nH]c(=O)c2[N+](=O)[O-])cc(OC)c1OC,-1,-1.3,-4%,1%,9%,25%,-3%,12%,5%
O=C(CSc1ncnc2c1oc1ccccc12)NCc1ccc(F)cc1,-7,-2.8,2%,-13%,-2%,i,16%,-1%,1%
O=c1cc(SCc2ccc(Cl)cc2Cl)nc[nH]1,-2,-3.8,1%,1%,-8%,i,2%,1%,12%
Cc1ccc(C(=O)NCC(=O)OCCCn2c(=O)[nH]c3ccccc32)cc1,1,-3.0,9%,-3%,1%,-6%,12%,8%,-8%
Cc1ccc(S(=O)(=O)/N=S(/c2ccccc2)C(C)C)cc1 (configuration not stated),2,1.0,6%,16%,11µM*,i,14%,1%,-4%

# Next part
SMILES,PI5P4K alpha inh,IL-2 act,GLP1R ag,GLP-1R inv ag,PLK1 PBD block,PTHR1 agonist,EPAC1 antagonist,EPAC1 agonist,HEK293 tox
CON(C)c1nc(OCCNC(=O)OCc2ccc(Cl)cc2Cl)nc(N(C)C)n1,0,0.8,6%,1%,1%,-1%,-3%,6%,-10%
CCCCN1C(=O)C(CC(=O)NCCc2ccccn2)CC(C(=O)N(C(C)C)C(C)C)=C1C (configuration not stated),4,-2.3,5%,9%,5%,-30%,5%,-5%,4%
O=C(Cn1ccc(C(F)(F)F)n1)NNC(=O)c1ccco1,-10,1.4,4%,10%,-2%,u,3%,0%,1%
Cc1ccc(S(=O)(=O)N2CCOCC2)cc1NC(=O)CN1CCN(C)CC1,-5,0.1,0%,36%[activator],3%,-12%,10%,9%,0%
CCc1nc2c(OCc3ccc(F)c(F)c3)cccn2c1N(C)C(=O)c1ccc(C)cc1,-2,0.8,4%,u,-2%,-12%,1%,-6%,0%
COc1ccc(NC(=O)C2CCCN(S(=O)(=O)c3ccc4[nH]c(=O)ccc4c3)C2)cc1 (configuration not stated),-5,0.3,-4%,-9%,-12%,-22%,7%,5%,1%
CN(Cc1cnccn1)C(=O)C1CCC(=O)N(CCc2ccc(Cl)cc2)C1 (configuration not stated),4,-1.0,-3%,1%,-3%,i,4%,5%,-1%
O=C(Nc1ccc(Br)cc1)C1CC(O)CN1C(=O)OCc1ccccc1 (configuration not stated),10,0.4,2%,u,-28%,i,4%,2%,3%
CCOC(=O)C1=NNC(C(=O)c2ccc(Cl)cc2)C1c1ccccc1 (configuration not stated),-9,-0.3,2%,u,-6%,i,12%,11%,1%[1.53 µM]
Cc1ccc(NC(=O)COC(=O)c2ccco2)cc1S(=O)(=O)N1CCCCC1,1,-2.7,-1%,7%,-2%,i,-10%,-10%,3%
COc1ccc(N2C(=O)c3ccccc3NC(=O)C2C(=O)Nc2ccc(N3CCOCC3)cc2)cc1 (configuration not stated),7,0.4,x,13%,2%,i,6%,10%,-12%
COc1cccc(C2C(C#N)=C(N)OC3=C2C(=O)CCC3)c1OC(=O)c1ccco1 (configuration not stated),9,-0.2,-28%,-23%,-21%,-11%,-19%,3%,7%
CCOC(=O)C1(C)NC(c2cccs2)C2C(=O)N(c3ccc(OC)cc3)C(=O)C21 (configuration not stated),u,-0.2,0%,5%,3.4µM*,i,2%,2%,-6%
CCCCNC(=O)c1ccc(NC(=O)C2CCCO2)cc1 (configuration not stated),x,0.6,-7%,2%,-4%,5%[57.5 µM],6%,4%,-9%
CC(=O)N1CCN=C1SCc1ccc(Br)cc1,5,-3.4,-2%,u,-17%,-24%,-25%,0%,0%
CCC1CCCCN1C(=O)c1cccc(S(=O)(=O)Nc2cc(C(F)(F)F)ccc2Cl)c1 (configuration not stated),-3,1.5,-5%,u,-10%,-11%,-23%,-22%,-27%
COc1ccc(OC)c(Nc2cc3ccccc3c(=O)[nH]2)c1,0,2.2,2%,u,-15%,i,u,3%,-19%
Cn1c(=O)c2c(nc(Oc3ccccc3Cl)n2Cc2ccc(C#N)cc2)n(C)c1=O,x,x,-1%,-6%,x,-37%[inhibitor],x,x,0%
CCCc1ccc(C(=O)NNC(=O)c2ccc(Br)cc2)cc1,-8,0.3,1%,10%,-8%,-12%,-8%,-9%,0%
COc1ccc(C2C(C(C)=O)=C(O)C(=O)N2c2ccccn2)cc1 (configuration not stated),-4,0.9,0%,-22%,3%,12%,u,-5%,0%
COc1ccc(-c2nn(-c3ccccc3)cc2C(=O)N2CCN(S(=O)(=O)c3ccccc3C#N)CC2)cc1,-1,0.4,-4%,3%,-6%,i,-12%,-20%,0%
O=C(O)CNC(=O)CC1S/C(=N/N=C2\CSC(=O)N2)NC1=O (configuration not stated),-5,1.2,-4%,5%,-9%,i,12%,3%,-27%
CCOC(=O)c1sc(NC(=O)Cn2nnc3sc4c(c3c2=O)CCCC4)nc1C,x,0.7,-7%,3%,4%,-25%[57.5 µM],2%,2%,1%
CC(C)C(=O)Nc1nnc(SCC(=O)NCc2cccs2)s1,0,3.1,-1%,9%,-3%,-8%,11%,-2%,-2%
COc1ccc(-c2cc3c(=O)n(CC(=O)NCCCN4CCC(N5CCCCC5)CC4)ncn3n2)cc1,-3,-1.1,-2%,u,-11%,-7%,0%,-3%,-3%
O=C(CC1OC(=O)c2ccccc21)Nc1ccccc1N1CCOCC1 (configuration not stated),-1,-0.4,12%,13%,-9%,i,-29%,6%,-2%
O=S(=O)(c1ccc2ccccc2c1)N(CC1CO1)c1ccccc1 (configuration not stated),-3,1.1,14%,u,-5%,-24%,-23%,-1%,-4%
CCOCCOC(=O)C1=C(C)N(C)C(=O)NC1c1cc(Cl)c(O)c(OCC)c1 (configuration not stated),x,0.0,18%,-4%,-11%,7%,6%,10%,5%
COc1cc2c(cc1NC(=O)CSc1nnc(COc3ccc(Cl)cc3)n1C)oc1ccccc12,x,-1.2,-2%,u,-1%,i,0%,12%,2%

# Profiles from above.
# `CC(=O)c1ccc(N2CCN(c3ncc(C(F)(F)F)cc3Cl)CC2)cc1` as listed: PI5P4K alpha inh = 11; IL-2 act = 0.7; GLP1R ag = -30%; GLP-1R inv ag = 23%; PLK1 PBD block = -8%; PTHR1 agonist = -9%[57.5 µM]; EPAC1 antagonist = 4%; EPAC1 agonist = 4%; HEK293 tox = 3%
# `CCCCNC(=O)c1ccc(NC(=O)C2CCCO2)cc1` (configuration not stated) as listed: PI5P4K alpha inh = x; IL-2 act = 0.6; GLP1R ag = -7%; GLP-1R inv ag = 2%; PLK1 PBD block = -4%; PTHR1 agonist = 5%[57.5 µM]; EPAC1 antagonist = 6%; EPAC1 agonist = 4%; HEK293 tox = -9%
# `Cc1ccc(C(=O)NCC(=O)OCCCn2c(=O)[nH]c3ccccc32)cc1` as listed: PI5P4K alpha inh = 1; IL-2 act = -3.0; GLP1R ag = 9%; GLP-1R inv ag = -3%; PLK1 PBD block = 1%; PTHR1 agonist = -6%; EPAC1 antagonist = 12%; EPAC1 agonist = 8%; HEK293 tox = -8%

# Screening results from PubChem.

# An excerpt. The share of hits here may be higher or lower than overall.
